From PubChem
Menin-MLL TR inh – displaces Texas Red mutant MLL peptide from human menin; 270,000 tested, 0.23% active; Menin + Texas Red MLL mutant peptide, fluorescence polarization; Potency, µM (highest dose often 61.6 µM), inactives show top-dose FP activity change, negative = inhibition, usual class: inhibitors; active means well fitted inhibition curve with a large enough effect in the polarisation, with a control signal flat, not every such curve was filed as active; inconclusive means small, poorly fitted or top-dose-only effect, or effect the other way, or a change in a side signal; inactive means no such curve, though single readings can be large or run the other way; the % refers to the polarisation; further: potency means the concentration at half of the fitted maximal effect; % of control where 0% means no effect; many of its hits are not listed in these tables
Target sequence (O00255 whole entry, looked up): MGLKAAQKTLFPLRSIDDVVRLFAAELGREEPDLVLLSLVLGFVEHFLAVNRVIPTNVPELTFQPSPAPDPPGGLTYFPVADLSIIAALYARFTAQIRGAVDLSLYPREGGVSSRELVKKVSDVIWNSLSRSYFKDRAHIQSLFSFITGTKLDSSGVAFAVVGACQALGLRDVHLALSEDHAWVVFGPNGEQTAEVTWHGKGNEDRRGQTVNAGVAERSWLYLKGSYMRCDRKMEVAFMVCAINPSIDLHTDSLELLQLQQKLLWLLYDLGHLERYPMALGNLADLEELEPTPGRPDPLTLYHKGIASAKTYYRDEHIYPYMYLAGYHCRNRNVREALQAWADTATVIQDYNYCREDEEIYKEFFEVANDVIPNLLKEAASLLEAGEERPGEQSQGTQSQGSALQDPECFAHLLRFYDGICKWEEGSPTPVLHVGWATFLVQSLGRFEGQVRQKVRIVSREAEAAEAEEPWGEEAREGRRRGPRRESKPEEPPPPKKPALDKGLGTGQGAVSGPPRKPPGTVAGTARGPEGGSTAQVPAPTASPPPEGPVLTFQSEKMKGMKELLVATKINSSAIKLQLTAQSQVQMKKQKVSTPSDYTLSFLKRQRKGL
FLuc counter – firefly luciferase modulation, counter-screen for miR-21 project | P08659 | purified FLuc, Km substrates, luminescence inhibition | Potency, µM (series often up to 57.5 µM), inactives show at the top dose activity change, negative = inhibition, actives largely listed as inhibitors | 360,000 tested, 6.9% active;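 further: potency means the concentration at half of the fitted maximal effect; plate controls were vehicle for no effect and reference inhibitor for full effect; nearly all actives have a fitted effect of over 55% in size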
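Purified P. pyralis luciferase, 10 nM final, with Km-level 10 uM D-luciferin and 10 uM ATP in 50 mM Tris acetate pH 7.5, 10 mM Mg acetate, 0.01% Tween-20, 0.05% BSA; 6-point qHTS titration about 60 µM downward; luminescence read.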
ELG1 genotox – genotoxicity induction in ELG1-luciferase HEK293T cells. HEK293T ELG1-luciferase reporter, luminescence, 16 h. Potency, µM (titrated, usually from 46 µM), without a hit: at the highest dose activity change, positive = activation, actives largely listed as activators. 330,000 tested, 1.3% active. AID 504466; further: potency means the concentration at half of the fitted maximal effect; % of control where 0% means no effect; nearly all actives have a fitted effect of over 60% in size
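Quantitative HTS format in 1536-well plates. HEK293T ELG1-luciferase reporter cells receive test compound and are incubated 16 hr at 37 °C, 5% CO2; ONE-Glo added, 30 min room temperature, then luminescence read.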
NPC1 promoter act – activators of NPC1 promoter. Huh7 NPC1 promoter luciferase reporter, 24 h. Potency, µM (titrated, usually from 9.22 µM), without a hit: top-dose activation, hits mostly activators. 320,000 tested, 2.4% active;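 further: potency means the concentration at half of the fitted maximal effect; % of control where 0% means no effect; nearly all actives have a fitted effect of over 60% in size; reporter is driven by a mutant NPC1 promoter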
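NPC1 promoter–luciferase Huh7 cells; 24 h compound; luminescence.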
RORg inh – inhibitors of mouse ROR gamma transcriptional activity. P51450. Drosophila S2 Gal4-RORgamma UAS-luciferase reporter, 20 h. Potency, µM (titrated, usually from 53.6 µM), for the others: at the top dose activity change, negative = inhibition, hits mostly inhibitors. 310,000 tested, 5.4% active. AID 2551; further: potency means the concentration at half of the fitted maximal effect; on the % scale 0 is the no-effect control and ±100 the full control effect; nearly all actives have a fitted effect of over 60% in size
Target sequence (P51450 whole entry, looked up, the tested form may be a part): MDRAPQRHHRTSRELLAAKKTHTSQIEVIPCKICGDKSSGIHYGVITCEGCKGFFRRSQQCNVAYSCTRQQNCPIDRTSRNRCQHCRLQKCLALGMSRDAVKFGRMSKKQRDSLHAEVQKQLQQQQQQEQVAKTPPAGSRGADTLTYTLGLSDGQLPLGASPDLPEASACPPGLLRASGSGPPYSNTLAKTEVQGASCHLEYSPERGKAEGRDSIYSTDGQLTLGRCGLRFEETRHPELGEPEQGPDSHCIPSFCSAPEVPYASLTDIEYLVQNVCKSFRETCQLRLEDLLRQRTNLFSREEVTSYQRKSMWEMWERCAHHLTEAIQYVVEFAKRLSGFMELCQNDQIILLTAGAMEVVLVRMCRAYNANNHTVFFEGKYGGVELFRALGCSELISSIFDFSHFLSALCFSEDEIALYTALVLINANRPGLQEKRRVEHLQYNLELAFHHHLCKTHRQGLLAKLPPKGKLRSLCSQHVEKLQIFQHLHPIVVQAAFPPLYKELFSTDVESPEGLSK
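Stable Schneider cell line, Gal4 DNA-binding domain fused to ROR gamma, UAS-luciferase. Cmpd 1 hr RT → CuSO4 700 uM final → 20 hr RT → luciferase reagent 10 min → luminescence.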
Giardia kill – kills Giardia lamblia. activity change, % at 7.66 µM, hits read low. 340,000 tested, 0.15% active. AID 540267. Giardia lamblia trophozoite viability; in the data active means activity change below about -80%; inconclusive means between about -30% and that limit;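 further: parasites exposed to compound for two days anaerobically before the ATP read; on the % scale 0 is the no-effect control and ±100 the full control effect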
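Media and compound were dispensed first, then trophozoites at 100 cells/well; plates sat 48 hrs at 37 deg C without oxygen before ATP luminescence reagent was added and read after 15-30 min at room temperature.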
BRCA1 expr act – activators of BRCA1 expression. Potency, µM (highest dose often 46.1 µM), for inactives: top-dose activation, most hits filed as activators. MCF7-BRCA1-FFLuc reporter, luminescence, 48 h; response scale: scaled: vehicle 0%, 10 µM genistein 100%. 380,000 tested, 1.1% active; further: potency means the concentration at half of the fitted maximal effect; nearly all actives have a fitted effect of over 80% in size; some results filed as inactive show a strong effect at the top dose
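Reporter cells (MCF7, BRCA1 promoter-firefly luciferase) received library compounds across a concentration series for 48 h. End-point luminescence was measured and concentration-effect curves derived after normalization.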
VP16 counter – counter-screen for ROR gamma inhibitors: Gal4-VP16 reporter | Potency, µM (highest dose often 53.6 µM), for the others: top-dose activity, negative = inhibition, actives largely listed as inhibitors | Drosophila S2 Gal4-VP16 UAS-luciferase, luminescence, 20 h | AID 2546 | 310,000 tested, 3.5% active;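 further: Gal4-VP16 expression switched on by copper sulfate through the metallothionein promoter; potency means the concentration at half of the fitted maximal effect; on the % scale 0 is the no-effect control and ±100 the full control effect; nearly all actives have a fitted effect of over 50% in size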
p53 reactivation – restores transcriptional activity of mutant p53; Potency, µM (titrated, usually from 92.2 µM), for inactives: at the top dose activity change, positive = activation, most hits filed as activators; H1299 p53-A138V BP100-luciferase reporter, luminescence, 24 h; 320,000 tested, 0.063% active; AID 504706; further: potency means the concentration at half of the fitted maximal effect; % of control where 0% means no effect; nearly all actives have a fitted effect of over 45% in size
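H1299 (p53-null), stable ts p53-A138V + BP100-Luc; 1000 cells/well, Opti-MEM/10% FBS; cpd 4 pt, 1:5; 24 h, 37 deg C, 5% CO2; detection reagent 10 min RT; luminescence.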
PKM2 act – PKM2 (human) enzyme activation. 260,000 tested, 0.34% active. AID 1631. P14618. purified PKM2, Kinase-Glo ATP luminescence, activation; response scale: 0% is enzyme alone, no compound. Potency, µM (top dose mostly 57.5 µM), for the others: top-dose activation, actives largely listed as activators; further: potency means the concentration at half of the fitted maximal effect; on the % scale 0 is the no-effect control and ±100 the full control effect; nearly all actives have a fitted effect of over 55% in size
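ATP formation by purified human PK-M2, quantified via coupled luciferase luminescence after 1 h at room temperature with 0.1 mM ADP and 0.5 mM PEP final.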
Rab9 prom act – activators of Rab9 promoter | Huh7 Rab9 promoter-luciferase reporter, luminescence, 24 h | Potency, µM (top dose mostly 9.22 µM), for inactives: at the highest dose activation, negative = inhibition, hits mostly activators | 320,000 tested, 2.8% active; further: potency means the concentration at half of the fitted maximal effect; % of control where 0% means no effect; nearly all actives have a fitted effect of over 60% in size
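Steps: seed 1500 Huh7 Rab9-luc cells per well, rest 2 h at 37 °C; add compound in DMSO; incubate 24 h; add luciferase reagent, 10 min ambient; read luminescence.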
* hit, by the source's call; ? = inconclusive; / = no result given; & = joins results of further samples; [ ] = dose if it differs, or a comment. Unless noted, the call rests on the fitted dose curve; in most records, active means well fitted curve in the direction sought with a large enough effect; inconclusive means small, poorly fitted or top-dose-only effect, or another doubt; inactive means no such curve, though single readings can be large; an effect the other way counts as inactive or inconclusive. Only part of the results is shown. The share of hits here may be higher or lower than overall.

SMILES	Menin-MLL TR inh	FLuc counter	ELG1 genotox	NPC1 promoter act	RORg inh	Giardia kill	BRCA1 expr act	VP16 counter	p53 reactivation	PKM2 act	Rab9 prom act
CCN(C(=O)CN1CCOCC1)c1c(N)n(Cc2ccccc2)c(=O)[nH]c1=O	3%	-1%	0%	-11%	-37%	6	1%	-7%	4%	5%	3%
Cn1c(=O)c2c(nc(NCc3ccc4c(c3)OCO4)n2Cc2ccccc2Cl)n(C)c1=O	-17%	4%	8%	-3%	-9%	-8	3%	2%	-3%	3%	-6%
COc1ccc(C(=O)NC(=S)NCCc2ccccc2)cc1	-18%	?	13%	5%	10µM*	5	?	?	17%	0%	22%
C=CCNc1nc(-c2sc(NC(C)=O)nc2C)cs1	1%	?	?	20%	?	17	3%	12%	?	6%	9%
O=C(C1CC1)N1CCc2cc(Br)cc(S(=O)(=O)NCCCN3CCCC3)c21	-13%	2%	6%	-1%	15%	9	-10%	-14%	5%	-1%	-5%
CC(C1CC2CCC1C2)N1CC(O)=C(c2nc3ccccc3[nH]2)C1=N (stereo not drawn)	/	-5%	-9%	1%	8.9µM*	-7	0%	?	1%	7%	2%
COCCNC(=O)COC(=O)c1cccnc1SC	1%	4%	7%	2%	-1%	6	0%	-4%	-1%	-1%	-4%
Cc1cccc(OCCn2c(NC(=O)c3ccco3)nc3ccccc32)c1	?	-1%	12%	2%	1.4µM*	1	-29%	2µM*	-2%	-1%	-2%
C/C=C/C=C\C(=O)Nc1cccc(C2=NOC3(C2)C[C@@H](C(N)=O)N(C(=O)c2cc([N+](=O)[O-])cc([N+](=O)[O-])c2)C3)c1 (stereo partly drawn)	/	3µM*	5%	-1%	-17%	-4	-3%	-3%	3%	16%	-7%
Cc1nn(-c2ccccc2)c2[nH]c(=O)c(CNc3ccc(N4CCOCC4)cc3)cc12	3%	-15%	3%	-4%	-45%	-6	-51%	-3%	7%	14%	4%
O=C(COS(=O)c1ccccc1)Nc1cc(Cl)ccc1N1CCOCC1 (stereo not drawn)	22%	1%	-10%	2%	-1%	10	-11%	11%[10 µM]	9%	-3%	-3%
CCN(CC)c1ccc(CNc2ccc3c(c2)ncn3C(C)(C)C)cc1	-18%	?	0%	3%	-14%	-23	-3%	-16%	-1%	/	12%
CCN1CCN(CCC(=O)Nc2ccccc2OC)CC1	-13%	1%	2%	-1%	1%	5	1%	0%	0%	3%	1%
COc1ccc(C(=O)Sc2ccc(C)cc2)cc1OC	10%	6.7µM*	-9%	-4%	25%	-4	-4%	-8%[0.365 µM]	?	1%	-6%
CCOC(=O)C1CCN(C(=O)COC(=O)c2ccccc2C(=O)c2ccc(Cl)cc2)CC1	/	4%	5%	-2%	/	-10	17%	/	-4%	/	-3%
CN(C)S(=O)(=O)N1CCC(Oc2cccc(C(=O)NC3CCOC3)c2)CC1 (stereo not drawn)	/	-19%	0%	-4%	?	-18	-24%	16%	8%	0%	-5%
CCOc1ccc(N2C(=O)CC(Sc3nccc(C)n3)C2=O)cc1 (stereo not drawn)	2%	1%	0%	-1%	6%[0.365 µM]	18	6%	/	6%	-1%	0%
COc1ccc(N2CCN(S(=O)(=O)c3c(C)nc4scc(C)n4c3=O)CC2)cc1	/	0%&-7%	-6%	-8%	20%	-21	3%	0%	4%	/	-2%
CC12CNCC(C)(CN(C(c3ccccc3)c3ccccc3)C1)C2	-13%	9%	-5%	-7%	27%	-11	-47%	0%	-2%	3%	-2%
CN(Cc1c(C(=O)N/N=C/c2cccc(Cl)c2)nnn1-c1nonc1N)c1ccccc1	15%	1%	3%	1%	-11%	8	-4%	-10%	-9%	/	-2%

Among those listed so far, these have an aryl thioether with sulfur outside any ring.
SMILES	Menin-MLL TR inh	FLuc counter	ELG1 genotox	NPC1 promoter act	RORg inh	Giardia kill	BRCA1 expr act	VP16 counter	p53 reactivation	PKM2 act	Rab9 prom act
COCCNC(=O)COC(=O)c1cccnc1SC	1%	4%	7%	2%	-1%	6	0%	-4%	-1%	-1%	-4%
CCOc1ccc(N2C(=O)CC(Sc3nccc(C)n3)C2=O)cc1 (stereo not drawn)	2%	1%	0%	-1%	6%[0.365 µM]	18	6%	/	6%	-1%	0%

Further entries follow:
SMILES	Menin-MLL TR inh	FLuc counter	ELG1 genotox	NPC1 promoter act	RORg inh	Giardia kill	BRCA1 expr act	VP16 counter	p53 reactivation	PKM2 act	Rab9 prom act
O=[N+]([O-])c1ccc(COc2ccc(-c3[nH]ncc3-c3ccccc3)c(O)c2)cc1	?	7%	-5%	-2%	7.1µM*	-23	-59%	5.6µM*	-12%	4%	-1%
C=CCN(CC=C)C(=S)NC(=O)/C=C/c1ccc(OC)cc1	0%	-15%	-4%	5%	-21%	-16	0%	-13%	0%	-28%	0%
Cc1ccc(NC(=O)c2cccs2)cc1S(=O)(=O)N(C)C	1%	15µM*	0%	1%	?	12	17%	-10%	11%	-1%	17%
CC(=O)NS(=O)(=O)c1ccc(N/C(N)=N/c2nc(C)cc(C)n2)cc1	-18%	1%	0%	0%	-14%	4	-17%	-5%	-35%[inhibitor]	-2%	1%
CC(C)(C)NC(=O)NC(=O)CN1CCN(S(=O)(=O)c2ccc3c(c2)OCCO3)CC1	/	-1%	0%	2%	?	5	14%	-8%	-2%	3%	-6%
CSc1nc2sc3c(c2c(=O)[nH]1)CCCC3	-20%	?	9%	9%	22%	-15	28%	1%	?	-8%	10%
NC(=O)C1CCN(C(=O)CSc2ccccn2)CC1	-2%	15%	6%	0%	-25%	5	0%	-8%	0%	-4%	-2%
Cc1ccc(C(=O)Nc2ccc(N3CCCC3)cc2)cc1	?	?	?	?	20%	13	49%	9%	16%	2%	1.8µM*
O=C(Nc1nc(-c2nc3ccccc3s2)cs1)c1ccco1	10%	?	?	?	?	?	?	6%	?	-15%	?
COc1ccccc1NC(=O)C1=C(C)NC(=O)NC1c1ccccc1F (stereo not drawn)	3%	1%	-3%	-2%	0%	26	2%	-11%	0%	-4%	0%
Cc1ccccc1Cn1ccc(NC(=O)CCSc2nc(-c3ccco3)cc(C(F)(F)F)n2)n1	1%	10%	-4%	-1%	-4%	-16	-35%	-2%	2%	6%	-6%
Cn1c(=O)c2[nH]c(N3CCCCC3)nc2n(C)c1=O	?	3%	-3%	-2%	-22%	12	-24%	0%	3%	-6%	-3%
CC(C)(C)c1ccc(C(=O)c2c[nH]c(C(=O)NCCCN3CCOCC3)c2)cc1	10%	?	0%	-1%	-5%	4	11%	2%	6%	-8%	1%
O=C(O/N=C1/CCCc2occc21)c1ccc(Cl)cc1Cl	/	5.4µM*	3%	-3%	15%	7	-5%	-1%	13%	0%	-4%
CC(=O)Nc1ccc(C(=O)NNC(=O)c2cccc(C)c2)cc1	9%	6%	7%	-3%	-6%	-11	16%	4%	/	-1%	-2%
COc1ccc(OC)c(S(=O)(=O)N(C)CC(=O)O)c1	-13%	-1%	-1%	2%	-2%	9	0%	1%	-6%	2%	-6%
N#C/C(=C/c1ccc(-c2ccc(S(N)(=O)=O)cc2)o1)C(=O)Nc1ccccc1	?	-19%	10%	-4%	22%[10 µM]	-19	-23%	-60%	-8%	-2%	-8%
Cc1ccc(NC(=O)c2c(F)cccc2Cl)cc1NS(C)(=O)=O	/	3%	0%	-2%	-7%	-15	-10%	-14%	-1%	-4%	-2%
COC(=O)C(NC(=O)c1ccccc1)(Nc1nc(C)cs1)C(F)(F)F (stereo not drawn)	1%	-1%	0%	3%	-14%	-11	1%	-2%	-9%	-2%	-5%
CCOc1ccccc1NC(=O)c1cccc2c1C(=O)N(CCOC)C2	-6%	8%	-2%	0%	15%	-4	-2%	-1%	-1%	4%	1%
Cc1cc(=O)[nH]c(=S)n1-c1ccccc1	9%	13%	-2%	0%	-26%	-5	-9%	0%	6%	3%	-6%
COc1ccc(Cl)cc1NC(=O)CC1CCCC1	13%	0%	0%	-2%	8%	7	-38%	-14%	3%	4%	0%
CCCn1c(C)cs/c1=N\C(=S)Nc1ccccc1	?	3%	2%	9%	4µM*	26	3%	5.6µM*	3%	0%	3%
COCCN1Cc2c(sc(C)c2C)N(C(=O)c2ccccc2)C1	-5%	19µM*	5%	?	-17%	-19	37%	17%	?	2%	15%
COc1cc(C2C(C(=O)c3cc4ccccc4o3)=C(O)C(=O)N2c2cc(C)on2)cc(OC)c1OC (stereo not drawn)	?	-2%	3%	2%	0%	8	11%	?	-2%	-2%	-6%
CC1CC(Nc2ccccc2)c2ccccc2N1C(=O)c1ccncc1 (stereo not drawn)	-18%	0%	-8%	-1%	-14%	-1	6%	2%[10 µM]	2%	-4%	-3%
CC(NC(=O)c1ccc(N(C)C)cc1)C1CC2CCC1C2 (stereo not drawn)	-1%	-4%	2%	2%	9%	-21	8%	-28%	11%	10%	-1%
